# zfTRPN1 agonist – zebrafish TRPN1 channel agonists, primary screen, cell-based, HEK293, calcium fluorescence. transient receptor potential cation channel N1 (TRPN1/NompC), Danio rerio. HEK293 zebrafish TRPN1-YFP, Fluo-8 calcium fluorescence; 100% = response to 87 µM carbachol. activation, % at 3 µM. hit rate 0.18% among 220,000;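 active = activation above its plate's cutoff, the mean activation of test wells on that plate plus 3 SD, cut at about 19% in these data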;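 also: 0% = DMSO alone and 100% = 87 µM carbachol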
#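 Assay system: Zebrafish TRPN1-YFP in HEK293 cells | Incubation: Dye loading 1 h at 37 °C, then 30 min room temperature | Measured by: Kinetic Fluo-8 fluorescence, ex 470-495, em 515-575 nm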
# EBV gp42 inh – Epstein-Barr virus gp42 inhibitors, primary screen, biochemical, uHTS, fluorescence polarization; Glycoprotein 42 (Epstein-Barr virus (strain AG876)), Q1HVG2; hit rate 0.42% among 220,000; inhibition, % (tested at 21.74 µM); Fluorescence polarization binding assay, mP read-out; in the data active = inhibition above about 50%
# Mdm2 ligase inh – MDM2-luciferase reporter signal enhancers, primary screen, MDM2 E3 ligase inhibitor project, cell-based, luminescence, 1536-well; E3 ubiquitin-protein ligase Mdm2 (Homo sapiens), Q00987; cell-based MDM2 ubiquitination luciferase reporter, 2 h; 0 = plate control, 100 = twice control, blank-subtracted; signal enhancement, % at 5 µM; hit rate 0.11% among 210,000;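 active = signal enhancement of 30% or more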;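 also: luminescence tracks abundance of the self-degrading MDM2-luciferase fusion protein; higher signal means inhibition of MDM2 E3 ligase activity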
# Target sequence (Q00987 whole entry, looked up, the tested form may be a part): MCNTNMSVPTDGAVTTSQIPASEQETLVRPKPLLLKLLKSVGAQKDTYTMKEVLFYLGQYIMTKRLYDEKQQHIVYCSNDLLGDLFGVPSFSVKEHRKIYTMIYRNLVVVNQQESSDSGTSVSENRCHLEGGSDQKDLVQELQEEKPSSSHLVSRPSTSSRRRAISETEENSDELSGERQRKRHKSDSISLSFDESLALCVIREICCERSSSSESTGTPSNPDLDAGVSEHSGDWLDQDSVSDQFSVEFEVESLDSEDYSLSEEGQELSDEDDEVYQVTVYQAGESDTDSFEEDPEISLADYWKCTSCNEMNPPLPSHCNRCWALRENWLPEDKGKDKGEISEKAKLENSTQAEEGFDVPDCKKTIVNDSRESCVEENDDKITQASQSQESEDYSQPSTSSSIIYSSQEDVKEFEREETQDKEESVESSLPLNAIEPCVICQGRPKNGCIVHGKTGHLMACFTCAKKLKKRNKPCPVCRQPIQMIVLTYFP
#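 Test system: mammalian cells stably expressing self-ubiquitinating, self-degrading MDM2 E3–luciferase fusion; Amount: 2000 cells in each well; Medium: DMEM; Schedule: 4 h settle plus 2 h compound, 37 °C; Technique: SteadyLite luciferase luminescence after 15 min room-temperature reagent incubation; Benchmarks: plate control and blank wells.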
# TRPML3 agonist – human TRPML3 channel agonists, primary screen, cell-based, HEK293 TRPML3-YFP, Fluo-8 calcium fluorescence, 3 µM; hit rate 0.29% among 220,000; 100% = the carbachol control signal; AID 1448, 2008; activation, % at 3 µM; Mucolipin-3 (Homo sapiens), Q8TDD5;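 active = activation above its plate's cutoff, the mean activation of the plate's test wells plus 3 SD, cut at about 12% in these data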;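 also: 0% = DMSO only wells and 100% = carbachol wells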
# Target sequence (Q8TDD5 whole entry, looked up): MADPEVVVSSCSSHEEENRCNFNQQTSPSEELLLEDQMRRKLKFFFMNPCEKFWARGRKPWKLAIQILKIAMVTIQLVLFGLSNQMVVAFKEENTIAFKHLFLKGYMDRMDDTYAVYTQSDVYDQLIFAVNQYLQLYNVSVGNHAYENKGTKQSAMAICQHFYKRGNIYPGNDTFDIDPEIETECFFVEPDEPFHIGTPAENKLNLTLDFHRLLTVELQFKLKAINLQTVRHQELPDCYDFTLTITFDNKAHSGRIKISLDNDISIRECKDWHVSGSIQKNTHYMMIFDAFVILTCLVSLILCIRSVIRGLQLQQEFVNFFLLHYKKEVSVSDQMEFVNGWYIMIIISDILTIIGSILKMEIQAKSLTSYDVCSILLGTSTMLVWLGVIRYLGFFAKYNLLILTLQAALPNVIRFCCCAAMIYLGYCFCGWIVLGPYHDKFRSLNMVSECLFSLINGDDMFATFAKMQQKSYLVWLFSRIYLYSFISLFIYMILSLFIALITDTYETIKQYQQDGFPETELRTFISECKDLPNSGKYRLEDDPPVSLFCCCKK
#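 Material: HEK293 cells stably carrying human TRPML3-YFP; compound dosing: single dose, 3 µM final nominal compound, 0.3% DMSO final; incubation: 1-h 37 °C dye load, 5-s basal, 120-s post-compound reads; technique: Fluo-8 intracellular calcium fluorescence, excitation 470-495 nm, emission 515-575 nm; read-out basis: percent activation from peak-to-basal fluorescence ratio, scaled between DMSO and carbachol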
# Runt-SMMHC FRET – inhibitors of RUNX1 Runt–CBFb-SMMHC binding, primary screen, biochemical, FRET, Cerulean-Runt, Venus-CBFb-SMMHC, uHTS; Runt-related transcription factor 1 (Homo sapiens) + Core-binding factor subunit beta …; Cerulean-Runt/Venus-CBFb-SMMHC FRET ratio 530/480, 1 h; inhibition, % at 20 µM; hit rate 0.74% among 220,000;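 active = mean inhibition across duplicate retests at 20 µM reaching about 50%, limit read from the data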;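 also: 0% = DMSO wells and 100% = wells with excess untagged CBFb-SMMHC; inhibitors lower the FRET ratio by blocking Runt binding to CBFb-SMMHC; some results filed as inactive read as strong as hits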
# CHOP inhibitor – inhibitors of CHOP promoter induction, primary screen, cell-based, unfolded protein response, luciferase reporter | CHO-K1 CHOP-promoter luciferase, tunicamycin-induced, 15-18 h | inhibition, % at 10 µM | hit rate 3.8% among 220,000;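 active = compounds that reduced the stress-induced luciferase reporter signal by more than about 70% of percent inhibition, limit read from the data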;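 also: 0% = tunicamycin plus vehicle and 100% = wells without tunicamycin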
# TNF necrop inh – inhibitors of TNF-alpha triggered necroptosis, primary screen, cell-based, Jurkat FADD-/-, single concentration; Jurkat FADD-/- TNF necroptosis rescue, ATP luminescence, 24 h; 0 = TNF only, 100 = no-TNF cells; activation (protection from cell death), % at 10 µM; hit rate 0.068% among 220,000;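 active = activation, meaning protection from cell death, of at least 50% relative to plate controls; inactive = activation below 50%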;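 also: necroptosis triggered by 40 ng/mL TNF-alpha added together with compound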
# NCF1 inh – p47phox/p22phox peptide binding inhibitors, primary screen, biochemical, uHTS, NADPH oxidase regulatory subunit; inhibition, % at 24.7 µM; fluorescence polarization, 2 h; AID 1274, 2008; hit rate 0.53% among 220,000;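 active = inhibition above about 30%, limit read from the data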;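 also: 0% = p47phox with labelled peptide and 100% = labelled peptide alone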
# PPC-1+TRAIL kill – compounds killing PPC-1 cancer cells with TRAIL present, primary screen, TRAIL potentiator project, ATPLite luminescence, uHTS; PPC-1 cells + TRAIL, ATPLite viability luminescence; cell killing (% activity), % at 4 µM; hit rate 0.41% among 220,000;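 active = cell killing above 50% in the first pass at 4 µM, then a duplicate retest at 5 µM averaging 50% or more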;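 also: plate controls were cells with TRAIL plus DMSO for no effect and medium-only wells lacking cells for full effect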
# An asterisk follows results filed as active; · = no result given.
SMILES,zfTRPN1 agonist,EBV gp42 inh,Mdm2 ligase inh,TRPML3 agonist,Runt-SMMHC FRET,CHOP inhibitor,TNF necrop inh,NCF1 inh,PPC-1+TRAIL kill
CCn1ccnc1CN1CCCC(C(=O)c2cccc(C(F)(F)F)c2)C1 (stereo unspecified),3.5,1,-7,0.7,1,13,0.0,-2,11
COc1ccc(-c2[nH]ncc2CNC(C)Cc2cccc(C)n2)cc1F (stereo unspecified),0.0,-5,-5,0.5,-3,21,1.0,-1,16
CC1(C)CC(CCNCc2ccc3c(c2)OCO3)(Cc2ccccc2)CCO1 (stereo unspecified),0.3,2,-1,0.4,·,28,3.4,0,·
CC(=O)Nc1ccccc1OC(=O)N(C)C,1.3,-15,-22,1.2,-1,-5,-3.9,-10,18
O=C1C(=O)c2cccc3cccc1c23,0.9,8,-17,1.6,1,55,-6.5,-3,23
COc1ccc(-n2c(O)c(/C=C/C=Nc3ccccc3)c(=O)[nH]c2=O)cc1,43*,-348,-3,27*,51*,-8,0.5,-161,28
CCOC(=O)C(O)(c1ccc(NC(=O)c2ccco2)c(OC)c1)C(F)(F)F (stereo unspecified),-0.4,-16,-6,-0.3,-2,-3,-3.7,-15,15
COc1ccc(CNCC(=O)N2CCC3(CC2)OCCO3)cc1,1.3,-9,1,1.2,-4,32,0.8,-10,-3
CCCCOP(=O)(CN1CCOCC1)OCCCC,-0.4,-25,-12,0.2,1,-16,0.1,-44,20
CC(C)n1cc(C(=O)N(CC(=O)NC2CCCC2)Cc2ccccc2)cn1,-0.3,-7,-36,0.2,3,18,-3.2,-3,-14
CN(C)C1(c2nnnn2CCOC(=O)Nc2ccc(Cl)cc2)CCCCC1,1.1,-5,4,1.9,-4,66,3.7,-11,13
N#Cc1cc2c(nc1SCC(=O)Nc1ccc(Cl)cc1)C1CCN2CC1,3.5,-5,-15,1.7,-2,2,1.7,-7,12
COC(=O)CSC1=NN1c1cc(C)nc(N)n1,2.2,1,3,1.3,1,12,0.4,7,-12
Cc1cc(/C=C2/C(=O)NC(=O)N(Cc3ccco3)C2=O)c(C)n1-c1ccccc1O,1.4,8,-13,0.2,-26,-21,0.3,-64,20
O=C(COc1ccccc1)N1CCN(CCN2C(=O)c3cccc4cccc(c34)C2=O)CC1,0.9,-7,-7,0.8,0,-3,0.4,-6,23
CC(C)CN(CC(C)C)c1ccc(C=C2C(=O)NC(=S)NC2=O)cc1[N+](=O)[O-],-1.9,-14,1,-1.5,8,29,-0.2,-30,-3
COc1cccc(C2CC3C(=O)C=CC2N3Cc2ccccc2)c1 (stereo unspecified),-1.1,-4,-2,0.8,-7,-37,-4.9,-3,-7
C=CCN1C(=O)/C(=C/c2cc(C)n(-c3cccnc3)c2C)C(=O)NC1=S,1.9,-4,-12,1.1,-8,-58,-6.6,-22,15
CCNC(=O)NC(=O)C(C)OC(=O)c1c(C)nn(Cc2ccccc2)c1Cl (stereo unspecified),-0.6,0,-17,-0.5,2,9,1.4,-9,-8
CCCC1(CCC)C(=O)NC(=Nc2ccc(C)cc2)NC1=O,0.4,-4,-8,0.6,-1,14,1.0,-3,20
CC1=C(C(=O)O)N2C(=O)C(NC(=O)CCCC(=O)O)C2SC1 (stereo unspecified),-0.3,-28,-5,0.7,-2,-10,1.1,-228,8
COc1ccccc1OCC(=O)Nc1ccc(Cl)cc1C(=O)c1ccccc1,-0.7,3,-5,0.0,-4,39,-4.8,-2,22
CCCCSP1(=S)NCCCO1 (stereo unspecified),0.5,-2,15,0.1,-1,-4,0.5,-3,-5
O=C(N/N=C\C1C(=O)NC(=S)N(c2ccccc2)C1=O)c1ccc(O)cc1 (stereo unspecified),-0.1,-14,0,0.9,23,-28,0.2,-79,10
O=c1[nH]c(=S)[nH]c(O)c1CN1CCCCC1,0.9,-7,4,1.0,-1,-27,0.7,-6,9

# (listing goes on)
SMILES,zfTRPN1 agonist,EBV gp42 inh,Mdm2 ligase inh,TRPML3 agonist,Runt-SMMHC FRET,CHOP inhibitor,TNF necrop inh,NCF1 inh,PPC-1+TRAIL kill
Cc1ccc(S(=O)(=O)NC(CC(=O)N2CCC3(CC2)OCCO3)c2ccco2)cc1 (stereo unspecified),0.1,-5,-9,-0.7,1,-21,-0.6,-3,0
C=CCC1(Nc2ccccc2)CC(C)N(C)CC1C (stereo unspecified),1.6,-4,-2,1.7,-1,22,2.3,-2,1
O=C(Cc1ccccc1)Oc1ccccc1N1C(=O)CCC1=O,2.8,-25,-4,-0.2,-2,-18,-1.1,-1,1
Clc1ccc(OCC#CCN2CCCCCC2)cc1,0.1,9,·,0.2,2,2,0.5,-10,-1
CC(C)C[C@H]1C(=O)N2CCCC2[C@]2(O)O[C@](NC(=O)[C@@H]3C=C4c5cccc6[nH]cc(c56)CC4N(C)C3)(C(C)C)C(=O)N12 (stereo partly specified),4.8,97*,·,2.2,-188,29,-3.5,-4,14
CCN1CCN(c2cc(N3CCCC3)c([N+](=O)[O-])cc2F)CC1,-0.1,-10,-2,0.5,-3,-7,3.1,-1,10
O=C(CCn1nc(-c2ccc(Cl)cc2)ccc1=O)N1CCC2(CC1)OCCO2,-0.8,3,-12,1.0,0,-3,0.0,-7,0
Cc1ccccc1OP(N)(=O)Oc1ccccc1C,0.1,-4,-11,0.4,-1,13,1.0,-7,7
c1ccc(C2CC3CC4(CCCC4)N2O3)cc1 (stereo unspecified),0.3,-5,-19,0.1,6,8,94*,6,-3
Cc1ncc(CN2CCCC(C(=O)c3ccc(C(C)(C)C)cc3)C2)s1 (stereo unspecified),2.2,-6,-20,1.1,1,38,0.1,-12,38
CN(C)C(=O)Oc1cccc(OCc2n(C)c3ccccc3[n+]2C)c1,-1.1,-12,8,0.3,3,10,0.6,-4,22
CC(C)(C)c1cc([N+](=O)[O-])cc(C(C)(C)C)c1O,17,-32,1,11,-11,73*,-2.4,-7,21
c1ccc2oc(N3CCNCC3)nc2c1,-1.0,-1,-9,1.3,-3,4,2.3,-14,-1
Cc1oc(-c2ccccc2)nc1CN1C(=O)C(C)N=C(c2ccccc2F)c2cc(Cl)ccc21 (stereo unspecified),-2.0,-6,·,-0.5,3,54,-0.8,-6,-16
OC(c1ccccc1)(c1ccc(Cl)cc1)C1CN2CCC1CC2 (stereo unspecified),1.2,-12,-13,-0.2,-6,13,-3.0,-12,12
O=C1NC(=O)C(=Cc2cc([N+](=O)[O-])ccc2N2CCCCC2)C(=O)N1,0.9,-6,-6,0.3,-6,-14,1.2,3,·
COc1ccc(C(=O)C23CN4CN(CN(C4)C2)C3)cc1,0.5,-17,1,0.6,43,-6,0.8,-1,1
CN(C)c1ccc(CN2CC=C(c3ccc(F)cc3)CC2)cc1,-2.5,-14,-14,0.4,0,5,2.0,-6,10
Cc1ccccc1C1=NCC(=O)N(CC(=O)N2CCCCC2)c2sc(C)c(C)c21,0.2,4,-21,1.1,3,50,-2.8,-6,-14
CCCSP1(=S)NCCCO1 (stereo unspecified),1.6,-13,-18,1.1,-2,20,0.2,-4,11
CCOC(=O)N(c1ccccc1)P1(=S)OCCO1,-0.4,-2,-21,-0.1,3,6,2.1,-7,10
N=c1c2c(n(Cc3ccc(Cl)cc3Cl)c3c1CCC3)CCCC2,0.1,-15,-11,0.7,3,·,-6.1,-5,2
OC1(c2ccccc2F)CC2CCC(C1)N2CCN1CCOCC1 (stereo unspecified),1.3,0,-9,1.3,-1,24,0.6,-9,11
CC(C)c1ccc(N=Cc2c(O)n(C3CC3)c(=S)[nH]c2=O)cc1,-0.1,0,2,-0.1,4,84*,-2.7,-9,-1
O=C1NC(=O)C(C/C=C/c2ccccc2)C(=O)N1,0.3,-2,-34,0.7,8,15,0.4,-14,-2

# Record cards, as listed above.
# COc1ccc(-n2c(O)c(/C=C/C=Nc3ccccc3)c(=O)[nH]c2=O)cc1 is entered as zfTRPN1 agonist = 43*; EBV gp42 inh = -348; Mdm2 ligase inh = -3; TRPML3 agonist = 27*; Runt-SMMHC FRET = 51*; CHOP inhibitor = -8; TNF necrop inh = 0.5; NCF1 inh = -161; PPC-1+TRAIL kill = 28
# CC1=C(C(=O)O)N2C(=O)C(NC(=O)CCCC(=O)O)C2SC1 (stereo unspecified) is entered as zfTRPN1 agonist = -0.3; EBV gp42 inh = -28; Mdm2 ligase inh = -5; TRPML3 agonist = 0.7; Runt-SMMHC FRET = -2; CHOP inhibitor = -10; TNF necrop inh = 1.1; NCF1 inh = -228; PPC-1+TRAIL kill = 8

# (cont.)
SMILES,zfTRPN1 agonist,EBV gp42 inh,Mdm2 ligase inh,TRPML3 agonist,Runt-SMMHC FRET,CHOP inhibitor,TNF necrop inh,NCF1 inh,PPC-1+TRAIL kill
Cc1ccc2c(c1)C1CN(C)CCC1N2C(=O)c1ccc(Br)o1 (stereo unspecified),-1.1,-8,-10,1.0,-4,19,0.1,-13,27
CCC(=O)c1ccc(OC)c(OC)c1,0.5,-11,0,1.2,1,19,-0.8,-1,8
Nc1ccccc1N=Cc1c(O)n(CCC2=CCCCC2)c(=O)[nH]c1=O,-0.9,-19,4,-0.2,6,15,-3.7,-12,4
Cc1nonc1OCCNc1ccc([N+](=O)[O-])c2cccnc12,-1.2,-15,10,-0.5,0,3,1.6,-11,10
Cc1ccc(-n2nc(C)c3c2NC(=O)CSC3c2ccc3c(c2)OCO3)cc1 (stereo unspecified),-0.9,-11,-34,0.1,2,54,3.2,-15,4
CN1CCN(c2ccc(C(N)=O)cc2N)CC1,1.7,-11,-3,0.7,-3,16,-2.0,-5,8
CN1CCN(C(=S)SCC(=O)Nc2ccc(Cl)cc2C(=O)c2ccccc2)CC1,1.3,-1,·,0.4,-4,35,1.8,-9,-4
Cc1ccc(-n2c(O)c(C=Nc3ccccc3N)c(=O)[nH]c2=O)cc1C,0.9,-12,-25,0.5,3,·,8.8,-2,16
Cc1nn(Cc2ccccc2)c(Cl)c1C(=O)OCC(=O)Nc1cccc2ccccc12,-0.7,-135,-13,0.4,-4,61,1.5,-25,6
COC(=O)CN1C(=O)C2(C(C(=O)OC)=C(N)Oc3ccccc32)C2=C1CC(C)(C)CC2=O (stereo unspecified),-0.3,-6,-2,0.5,-2,-20,0.6,-10,6
CCOC(=O)c1c(/N=C/C2C(=O)NC(=S)NC2=O)sc(C)c1C,0.6,-57,6,0.4,16,40,-0.5,-99,6

# Some of the compounds tested, so the mix of outcomes need not match the whole.
